Screening results deposited in PubChem by several laboratories.
Dynein cargo inh = inhibitors of GR-EGFP nuclear translocation, primary screen, dynein cargo transport inhibitor project, imaging, high-content, 3617.4 mouse cells; hit rate 0.47% among 220,000; test concentration mostly 20 µM; stimulated with dexamethasone, 1 µM; active compounds read low; z-score, hits read low;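 active = plate z-score of nuclear minus cytoplasmic receptor signal below a set negative limit, without overly bright fluorescence or cell loss, cut at about -3.5 in these data, passing the limit was not always enough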;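 note: z-score of nuclear minus cytoplasmic ring GR-EGFP intensity difference per well; some compounds called inactive have numbers as strong as hits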
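Also added – dexamethasone, 1.0 µM final · Buffer or medium – tet-free, stripped-serum medium · Schedule – induction 48 h, compound 1 h, agonist 30 min · Detection – formaldehyde fixation, Hoechst nuclear stain, 10x automated fluorescence imaging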
M1AAP inhibition = P. falciparum M1AAP inhibitors, biochemical, fluorogenic H-Leu-NHMec substrate, 1536-well (AID 1445). Aminopeptidase N (Plasmodium falciparum (isolate 3D7)). recombinant M1AAP, H-Leu-NHMec fluorogenic kinetic assay; higher % means a stronger effect. inhibition, % at 30 µM, or IC50 in µM where a hit was titrated. hit rate 0.42% among 220,000;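 active = primary inhibition above the hit cutoff, then over 50% inhibition at one or more dose response concentrations, cut at about 23% in these data, passing the limit was not always enough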;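 note: plate controls were DMSO full reaction for no effect and no enzyme background for full effect; strong numbers were not always called active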
bCat nuc transl = modulators of beta-catenin nuclear translocation, primary screen, imaging, HeLa cells, immunofluorescence, high-content; nuclear translocation activity, % at 5 µM; hit rate 0.3% among 190,000; AID 1665, 2009;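 active = nuclear translocation activity above 50% at 5 µM, with a well cell count of 50 or more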;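 note: per-cell ratio of nuclear to cytoplasmic median beta-catenin stain intensity; plate controls were DMSO negative control for no effect and GSK-3 inhibitor IX positive control for full effect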
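Read-out: Nuclear/cytoplasmic beta-catenin signal ratio, % activation | Assay system: Human HeLa cell line | Times: 24 h compound exposure at 37°C, 5% CO2 | Signal: Fluorescence imaging of beta-catenin antibody stain plus DAPI | Dosing: 5 µM primary, 0.02–20 µM confirmation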
UTI89 phage lysis = inhibition of K1F phage lysis, E. coli UTI89, bacterial capsule biogenesis inhibitors, alamar blue (AID 488966); E. coli UTI89 K1F phage lysis, alamar blue, 2 h; higher % means a stronger effect; inhibition, % at 100 µM, or IC50 in µM where a hit was titrated; hit rate 0.02% among 340,000;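 active = phage lysis inhibition, versus mean bacterial control, above a set limit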;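 note: capsule biogenesis inhibitors block K1F phage lysis so surviving cells raise fluorescence; higher fluorescence means more inhibition of phage lysis; actives were called in the ten point dose series up to 300 µM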
M17LAP inhibition = P. falciparum M17LAP inhibitors, primary screen, biochemical, fluorogenic H-Leu-NHMec substrate, 1536-well (AID 1619); Leucine aminopeptidase (Plasmodium falciparum (isolate 3D7)); recombinant M17LAP, H-Leu-NHMec fluorogenic kinetic assay; higher % means a stronger effect; one-dose inhibition, % at 30 µM; IC50 in µM for titrated hits; hit rate 0.38% among 220,000;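 active = compound inhibiting the enzyme by more than half at any dose during confirmatory dose-response retesting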;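 note: plate controls were full reaction with DMSO carrier for no effect and no enzyme background for full effect; strong numbers were not always called active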
MT stabilize HCS = microtubule stabilizers in HeLa cells, primary screen, imaging, high-content imaging; hit rate 0.83% among 200,000; % tubulin-high responders, % at 10 µM; HeLa tubulin immunostaining HCS, 24 h; share of cells brighter than vehicle mean+2SD;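 active = plate Z-score above 3 for both tubulin-high and condensed-nucleus cell shares, with cell loss under 80%, at 10 µM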;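 note: anti alpha tubulin signal scored within the nucleus-defined area of each cell; some results filed as inactive read as strong as hits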
Autophagy HCS = autophagy modulators in MEF cells, primary screen, imaging, high-content, MEF GFP-LC3 | MEF GFP-LC3 puncta imaging; test concentration mostly 10 µM | calls only at 10 µM (by protocol) | hit rate 0.98% among 190,000 | AID 463193, 2010;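 active = percentage of spot-positive cells more than 3 SD above its plate mean, without a fluorescence outlier flag or 80% toxicity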;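 note: spot-positive cell cutoff set from DMSO-treated cells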
Insulin prom up = insulin promoter activators in MIN6 cells, imaging, high-content screening, mouse beta cells; z-score at 5 µM; MIN6 insulin promoter-GFP reporter; active compounds read high; hit rate 0.3% among 190,000; AID 1625, 2009;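 active = z-score above 3 at 5 µM with at least 500 cells counted in the well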
ER stress rescue = rescue of cells from ER stress-induced death, primary screen, 384-well, CSM14.1, thapsigargin, ATP luminescence (AID 1222); CSM14.1 thapsigargin-induced death rescue, ATP luminescence; higher % means a stronger effect; cellular ATP content (survival), % at 20 µM; hits with a dose series show EC50 in µM; 190,000 tested, under 10 active;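 active = EC50 below 50 µM in the dose-response confirmation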;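 note: death triggered by thapsigargin at about 15 µM added after 2 h compound pretreatment; cell ATP read after overnight thapsigargin exposure of roughly 18 to 22 hours; normalized against plate controls of thapsigargin alone and 5% DMSO vehicle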
Dynein cargo inh cytoplasmic EGFP = further read-out of Dynein cargo inh, marked with its call; z-score; measured here: cytoplasmic GR-EGFP intensity; active compounds read high
Dynein cargo inh nuclear GR-EGFP = recorded beside Dynein cargo inh, whose call it bears; z-score; measured here: nuclear GR-EGFP intensity;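 lower value marks the stronger effect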
Dynein cargo inh cell count = recorded beside Dynein cargo inh, whose call it bears; z-score; measured here: cell count per field
Insulin prom up cell count = recorded beside Insulin prom up, whose call it bears; cell count; measured here: cytotoxicity, nuclei count;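 total cells summed across four imaged fields per well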
bCat nuc transl cell count 5 µM = second read-out of bCat nuc transl, no call of its own (marks repeat the call); cell count; measured here: cell count, cytotoxicity flag
MT stabilize HCS Hoechst-high % = also measured in MT stabilize HCS; calls as there; % Hoechst-high responders; measured here: nuclear condensation Hoechst responders;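 share of cells brighter than vehicle mean plus two SD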
MT stabilize HCS cytotoxicity % = recorded beside MT stabilize HCS, whose call it bears; toxicity, %; measured here: cytotoxicity by cell density;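 0% = mean cell density of plate MIN control wells and 100% = no cells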
Autophagy HCS cell loss 18 h = further read-out of Autophagy HCS, marked with its call; toxicity, %; measured here: cell loss, nuclei count;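 cell loss after 18 h compound exposure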
Numbers without * were called inactive; i = inactive; . = no result given; [ ] = another dose, or the depositor's remark.

SMILES	Dynein cargo inh	Dynein cargo inh cytoplasmic EGFP	Dynein cargo inh nuclear GR-EGFP	Dynein cargo inh cell count	M1AAP inhibition	bCat nuc transl	bCat nuc transl cell count 5 µM	UTI89 phage lysis	M17LAP inhibition	MT stabilize HCS	MT stabilize HCS Hoechst-high %	MT stabilize HCS cytotoxicity %	Autophagy HCS	Autophagy HCS cell loss 18 h	Insulin prom up	Insulin prom up cell count	ER stress rescue
CC(C)=CCC/C(C)=C/C=N/NC(=O)c1cccc([N+](=O)[O-])c1	1.2	-0.2	0.73	-1.2	3%	-0.6	1079	5.1%	3%	2.8	2.1	8.6	i	-13	-0.33	1401	-0.4%
CCOc1ccc2nc(N3CCCC(C(=O)NCC4CCCO4)C3)sc2c1 (stereo unspecified)	-0.017	-0.18	0.16	-0.2	5%	0.6	1321	0.7%[50 µM]	-8%	.	.	.	.	.	-0.57	1025	.
Cc1ccc(S(=O)(=O)N2CCCCC2)cc1C(=O)Nc1ccc(S(=O)(=O)Nc2ncccn2)cc1	1.9	-0.2	1.2	-1.7	4%	-3.9	1182	0.1%	4%	.	.	.	.	.	0.2	1428	.
Cc1cc(C)c2c3c(sc2n1)C(=O)N(c1ccccc1)CC(=O)N3	-0.78	-0.24	-0.76	0.97	-1%	1.6	1325	0.1%	5%	.	.	.	.	.	-0.42	1141	.
O=[N+]([O-])c1ccc(N2CCN(S(=O)(=O)c3ccc4ccccc4c3)CC2)cc1NCC1CCCO1 (stereo unspecified)	-0.66	-0.12	-0.57	0.97	6%	4.8	1066	0.2%	-13%	2.9	2.9	8.9	i	-1	-1.3	1495	0.2%
O=C(c1c(F)c(F)c(F)c(F)c1F)N1CCc2ccccc21	-1.4	-0.26	-0.93	1.3	.	.	.	0.1%	.	2.3	2.3	6.5	i	-1	.	.	.
COc1ccc(N(CC(=O)N/N=C(\C)c2cccs2)S(=O)(=O)c2ccccc2)cc1Cl	-0.74	-0.1	-0.32	0.046	4%	0.2	965	.	14%	3.8	3.8	4.8	i	-9	0.91	1577	-1.0%
O=C(CCCCCn1c(=O)[nH]c2ccccc2c1=O)N1CCN(Cc2ccc3c(c2)OCO3)CC1	-0.23	-0.24	0.11	0.43	3%	.	.	0.4%	11%	2.2	1.4	8.8	i	-5	0.56	965	0.5%
COCCNC(=O)c1ccc(C)cc1C	-0.14	-0.21	0.57	0.23	2%	-0.7	976	-0.4%	6%	4.2	3.1	2.6	i	15	-0.2	1558	-0.4%
Cc1cc(C)c(O)c(C2(O)C(=O)c3ccccc3C2=O)c1	1.4	-0.26	0.68	0.21	-3%	0.1	1083	0.3%	-1%	.	.	.	.	.	0.06	1344	.
O=C(Nc1ccc(-c2nnc3n2CCCCC3)cc1)c1ccco1	1.1	-0.27	0.53	-1.1	-5%	-2.5	574	0.0%	14%	3.6	2.0	1.6	i	10	0.35	1226	-8.2%
O=C(NCc1ccccn1)c1ccccc1-c1ccccc1	-0.034	-0.32	0.58	0.61	4%	-4.2	1095	0.2%	3%	5.4	2.3	9.6	i	12	0.45	1504	0.0%
CC(C)(C)C(=O)CSc1ncccn1	0.64	-0.23	0.58	-1.4	-2%	-0.7	1053	-0.3%	1%	3.9	2.3	4.4	i	-1	-0.43	1228	0.3%
Cc1ccc2[nH]cc(C(=O)CCl)c2c1	-3	0.45	-1.8	1	4%	-0.6	1042	-1.9%[50 µM]	16%	3.2	2.0	3.3	i	22	-0.1	1390	-2.6%
Cc1ccc2[nH]c(=O)c(CN(Cc3nnnn3C3CCCC3)C3CCCCC3)cc2c1	-0.15	0.0066	0.39	-0.84	8%	-3.2	962	-0.8%[50 µM]	-12%	3.8	2.5	6.9	i	4	0.59	1298	-0.2%
Cc1cc(C(=O)N2CCC(C(=O)O)CC2)c(C)o1	0.19	-0.1	0.028	0.039	-1%	-3.9	1164	.	-1%	.	.	.	.	.	.	.	.
O=C(CSc1nc2c(cnn2-c2ccc(F)cc2)c(=O)[nH]1)N1CCCc2ccccc21	-0.29	0.016	0.11	0.12	-2%	0.8	1423	1.0%	8%	4.4	1.7	7.0	i	-2	0.76	1568	-1.4%
CN(Cc1nc2ccccc2c(=O)[nH]1)C(=O)c1ccc(S(=O)(=O)N(C)C)cc1	-0.66	-0.27	-0.41	1.6	1%	.	.	7.4%	-3%	3.4	2.7	11	i	1	.	.	0.0%
C=CCc1cccc(/C=N/c2ncccc2O)c1O	-0.92	-0.27	-0.46	0.59	21%	-4.8	1194	0.3%	-8%	4.8	3.9	6.1	i	-2	-0.06	1333	3.1%
Cc1cccc2c1nc(-c1ccccc1)n1nnnc21	1	-0.14	1	-0.28	10%	-3.6	934	-2.7%	2%	2.6	1.6	4.7	i	-4	0.03	1299	-2.5%
CCOC(=O)c1cc2sccc2n1CC(=O)Nc1ccc2c(c1)OCCO2	-0.52	0.12	-0.29	0.51	3%	-2.3	1097	2.5%	14%	2.3	1.4	1.5	i	0	0.26	2013	-2.9%
Cc1cccc(C2c3[nH]c4ccccc4c3CCN2Cc2cnn(-c3ccc(F)cc3)c2)n1 (stereo unspecified)	-1.1	-0.14	-0.79	-0.083	20%	0.1	931	1.7%	-5%	2.1	2.8	6.9	i	16	.	.	2.5%
COCc1cc(C)nc(SCC(=O)Nc2cccc3cccnc23)c1C#N	-0.39	-0.2	0.086	-0.18	3%	1.0	1088	0.1%	-6%	3.5	1.5	4.3	.	.	.	.	.
CCOC(=O)c1c(Cc2cccc(Cl)c2)c[nH]c1C	1.4	-0.1	0.53	-0.88	3%	3.2	1026	0.2%	4%	1.7	3.3	4.4	i	6	-0.37	1246	-0.9%
CCN1CC(C)C(O)(c2ccccc2)CC1C (stereo unspecified)	2.7	-0.16	1.3	-1.1	-3%	-2.1	1191	-0.4%	-5%	1.5	2.0	11	i	5	-1.1	984	1.3%
COc1ccccc1NS(=O)(=O)c1cc(NC(=O)C2CC2)ccc1N1CCOCC1	2.3	0.017	1.5	-2.3	-2%	-5.1	1067	.	-2%	5.3	1.4	0.3	i	0	0.32	1169	0.9%
O=C1c2ccc3c4c(ccc(c24)C(=O)N1Cc1cccnc1)C(=O)N(Cc1cccnc1)C3=O	-0.78	-0.22	0.26	0.96	6%	-3.8	1234	.	0%	1.5	0.9	4.3	i	-2	0.86	1006	-0.7%
NS(=O)(=O)c1ccc(CCNC(=O)CSc2nnc3ccccn23)cc1	-0.21	-0.25	0.18	0.75	-3%	0.0	1023	0.7%	6%	3.7	1.5	4.8	i	20	-0.21	1326	1.1%
CCOCCCNc1ccc(-c2ccccc2)nn1	-1.1	-0.23	-0.32	1.8	1%	-4.9	1173	-0.9%	-1%	4.4	2.8	4.4	i	6	-0.31	1288	-3.4%
O=C(/C=C/N1CCOCC1)c1ccc(-c2ccccc2)cc1	-1.2	-0.16	-0.28	-0.99	3%	-2.2	1155	4.3%	8%	3.3	1.9	4.0	i	-10	0.67	1144	0.2%
N=c1nc(N)nc2n1NC(c1ccc(F)cc1)=CS2	-0.43	-0.23	-0.27	0.67	2%	8.0	771	-1.4%	6%	6.1	2.6	16	i	8	1.9	1223	1.9%
C=CCSC1=C(C#N)C(c2ccccc2Cl)CC(=O)N1 (stereo unspecified)	-1.4	-0.25	-0.52	0.34	3%	-0.1	1048	-0.1%[50 µM]	3%	0.6	1.4	5.3	i	1	0.51	1159	.
CCOc1ccc(NC(=O)N(CC(C)C)CC(C)C)cc1	2.2	0.17	1.6	-1.4	5%	.	.	0.1%	4%	1.1	0.8	11	i	3	-0.51	1015	0.8%
CN(C)C(=O)COC(=O)c1ccccc1NC(=O)c1ccco1	0.59	-0.17	0.35	-0.54	-4%	-3.2	1130	0.0%	6%	1.8	2.0	2.1	i	15	-0.27	1373	0.1%
Cc1ccc(C(=O)NCCCC(=O)O)o1	0.95	-0.082	0.31	0.32	8%	-1.6	1090	0.7%	9%	3.7	2.0	18	i	-1	0.66	1978	-1.6%
COc1ccc(C(=O)O)cc1S(=O)(=O)NCCCN1CCCC1=O	-0.32	-0.2	0.32	0.093	3%	-0.3	1137	0.3%	4%	4.7	2.0	8.6	i	-4	-1.6	1014	-0.7%
Cn1c(NC(=O)CC2CCCCC2)cc(=O)n(C)c1=O	-0.9	-0.73	-0.21	0.051	6%	-0.7	1215	0.3%	-3%	.	.	.	.	.	0.08	894	.
COC(=O)C1=C(O)/C(=C\c2ccc(CNC(=O)C(=O)Nc3ccc(C)c(C)c3)o2)N=C1C	-1.6	0.87	-0.65	0.63	19%	.	.	0.5%	20%	2.5	2.8	7.3	i	3	-0.04	911	1.2%
Cc1ccc(NS(=O)(=O)c2ccc3c(c2)oc(=O)n3C)cc1F	-1	-0.26	-0.58	0.58	-1%	.	.	3.7%	6%	2.0	5.0	7.7	i	10	-0.1	850	3.1%

Rows are unselected. About 2.9% of those tested had a hit in this group.
